# RXFP1 agonist = RXFP1 (human) receptor agonism; HEK293T-RXFP1 cAMP TR-FRET, 30 min; response scale: percent of porcine relaxin response, buffer zero; AID 2676; hit rate 0.3% among 370,000; Potency, µM (highest dose often 57.5 µM), inactives show at the highest dose activation, hits mostly activators; active = well fitted activation curve with a large enough effect; inconclusive = small, poorly fitted or top-dose-only effect; note: potency is the fitted concentration of half-maximal effect; % is set by controls: 0 for no effect and ±100 for the full control effect; nearly all actives have a fitted effect of over 60% in size; many of its hits are not listed in these tables
#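 cAMP rise read by TR-FRET after 30 min, 37C compound exposure (up to 58 uM) in RXFP1-transfected HEK293 cells with Ro 20174 present. EC50 from Hill-equation fits, with 29 nM porcine relaxin as 100% and buffer as basal.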
# D2 potentiator = positive allosteric modulators of human D2 dopamine receptor | P14416 | HEK293 T-REx D2, calcium flux, EC20 dopamine potentiation | potentiation, % at 10 µM | hit rate 0.34% among 340,000;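 active = potentiation over 3 SD above the plate norm, cut at about 30% in these data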; note: 0% is about no effect
# Target sequence (P14416 whole entry, looked up): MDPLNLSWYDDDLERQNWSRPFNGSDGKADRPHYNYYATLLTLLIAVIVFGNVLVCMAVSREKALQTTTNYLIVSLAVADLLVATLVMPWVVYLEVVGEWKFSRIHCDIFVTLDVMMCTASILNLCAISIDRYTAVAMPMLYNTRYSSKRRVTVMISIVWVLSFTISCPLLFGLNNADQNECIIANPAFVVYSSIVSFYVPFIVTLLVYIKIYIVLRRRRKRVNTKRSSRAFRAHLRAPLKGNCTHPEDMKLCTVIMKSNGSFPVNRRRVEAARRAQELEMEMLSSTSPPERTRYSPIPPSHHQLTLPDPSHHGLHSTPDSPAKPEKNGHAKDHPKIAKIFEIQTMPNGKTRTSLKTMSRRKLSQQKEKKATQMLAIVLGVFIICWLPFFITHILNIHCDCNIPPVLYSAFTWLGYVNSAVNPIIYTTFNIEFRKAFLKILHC
#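 Using a no-wash calcium dye in inducible, force-coupled HEK293 Trex cells expressing D2, we tracked fluorescence each second for 180 s after compound, then for 180 s after EC20 dopamine to detect augmented signalling.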
# D2 antag = D2 dopamine receptor (human) antagonism; HEK293 TREx D2 cells, calcium flux, dopamine EC80; hit rate 2% among 340,000; inhibition, % at 10 µM; P14416; AID 485344; in the data active = inhibition above about 30%; note: 0% is about no effect
#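 Inhibition of EC80 dopamine-driven calcium flux, recorded kinetically, defines activity here; cells are a tetracycline-induced HEK293 T-REx line expressing force-coupled D2.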
# D1 ag = human D1 receptor agonism; P21728; HEK293 T-REx D1 cells, calcium flux, agonist mode; activation, % at 2 µM; hit rate 1% among 360,000; AID 504660; in the data active = activation above about 30%; note: 0% is about no effect
# Target sequence (P21728 whole entry, looked up): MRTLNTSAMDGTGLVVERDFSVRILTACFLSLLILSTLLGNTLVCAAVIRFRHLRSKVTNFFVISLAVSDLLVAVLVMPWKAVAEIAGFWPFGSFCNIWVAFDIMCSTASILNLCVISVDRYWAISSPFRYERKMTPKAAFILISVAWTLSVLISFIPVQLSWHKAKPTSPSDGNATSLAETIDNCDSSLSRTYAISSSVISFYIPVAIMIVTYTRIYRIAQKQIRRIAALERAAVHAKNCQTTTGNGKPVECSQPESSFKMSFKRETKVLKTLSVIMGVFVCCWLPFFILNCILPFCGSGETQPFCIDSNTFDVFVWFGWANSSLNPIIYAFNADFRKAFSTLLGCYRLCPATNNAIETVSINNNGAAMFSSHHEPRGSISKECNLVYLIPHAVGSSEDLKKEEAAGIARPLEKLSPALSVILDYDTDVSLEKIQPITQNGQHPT
#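 Inducible HEK293 T-REx D1 cells, force-coupled to calcium signalling, were plated at 4000 cells/well with tetracycline and held overnight at 30 C. After no-wash calcium dye loading, compound-evoked calcium rise over 180 s flagged agonists.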
# D1 antagonist = human D1 dopamine receptor antagonism; P21728; HEK293 TREx D1 cells, calcium flux, dopamine EC80; stronger effect = lower value; activity change, negative = inhibition, % at 10 µM; hit rate 3.2% among 360,000; in the data active = activity change below about -30%; note: % is set by controls: 0 for no effect and ±100 for the full control effect
#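 Antagonism measured as reduced calcium response to an EC80 dopamine addition following 180 s compound pre-read; cells were inducible HEK293 Trex D1 plated overnight at 30 C, read kinetically at 1 cycle/sec.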
# TRHR enhancer = TRH receptor (human) allosteric enhancement; hit rate 0.66% among 360,000; TRHR cells, fluo-8 calcium fluorescence, EC20 TRH enhancement; enhancement, % at 2 µM; P34981; in the data active = enhancement above about 30%; note: 0% is about no effect
#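 TRHR-expressing cells loaded with fluo-8 calcium dye were read kinetically (ex 480/em 530) during compound addition, then stimulated with an EC20 of TRH (10 nM final). Enhancement of the Gq-mediated intracellular calcium response was scored.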
# D1 PAM = potentiators of human D1 dopamine receptor; P21728; HEK293 TREx D1 cells, calcium flux, dopamine EC20 potentiation; potentiation, % at 10 µM; hit rate 0.036% among 360,000; AID 504651; in the data active = potentiation above about 30%; note: 0% is about no effect
# D2 agonist = activates the human D2 dopamine receptor. HEK293 T-REx D2 cells, calcium flux agonist mode. activation, % at 2 µM. hit rate 0.53% among 340,000. AID 485358;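 active = activation over 3 SD above normal in the single-dose calcium agonist read, cut at about 30% in these data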; note: 0% is about no effect
#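 HEK293 Trex D2 cells, tetracycline-induced, o/n 30 C 5% CO2; no-wash Ca dye, RT 30–90 min; 10-cycle baseline, 23 nl cpd added, kinetic Ca read 180 s; agonist hits = positive Ca response.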
# RXFP1 antag = blocks the human relaxin receptor RXFP1; activity change, negative = inhibition, % at 57.5 µM; HEK293-RXFP1, relaxin-stimulated cAMP HTRF, 30 min; stronger effect = lower value; hit rate 0.59% among 350,000; Q9HBX9;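 active = activity change of -60% or lower, but not beyond a set lower limit; inconclusive = change between -60% and -40%, or beyond the set limit; inactive = change above -40%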; note: % is set by controls: 0 for no effect and ±100 for the full control effect
# * hit, by the source's call; ? = inconclusive; · = no result given. These rows are one share of the data. The share of hits here may be higher or lower than overall.
SMILES,RXFP1 agonist,D2 potentiator,D2 antag,D1 ag,D1 antagonist,TRHR enhancer,D1 PAM,D2 agonist,RXFP1 antag
CCC(CC)C(=O)Nc1cccc(-c2nc3cccnc3s2)c1C,0.7%,8,·,3,3,12,3,-0.4,-5
C[C@H]1CN(C2CCCCC2)C(=O)[C@@H]1CC(=O)NCc1ccccc1,-0.5%,-9,5,0,-3,-1,-5,-1.0,·
COc1ccc(CC(=O)N2CC(=O)Nc3ccc(Br)cc3C2c2ccc(F)cc2)cc1OC (stereo not drawn),-0.2%,14,·,7,1,-4,2,0.3,-29
COc1cccc(-c2nc(N3CCCCC3C)c3ccccc3n2)c1O (stereo not drawn),2.0%,6,17,2,48,4,-1,0.2,-23
COc1ccc(S(=O)(=O)c2nnn(-c3cccc(OC)c3)c2N)cc1,-0.6%,4,-17,30,1,-1,-2,2.1,3
Cc1ccc(S(=O)(=O)N2CCN(C(=O)Cc3ccsc3)CC2)c(C)c1,0.0%,-2,-3,3,13,6,17,-1.1,1
COc1cccc(N2C(=O)CC(N3CCc4ccccc43)C2=O)c1 (stereo not drawn),1.1%,7,4,2,-4,7,3,-0.1,-5
COc1cccc(CN2CCN(C(=O)c3cccc(OC)c3)CC2)c1,0.4%,2,4,2,6,-4,-2,-0.4,5
CCCCCCCn1c(=O)c(C(=O)OC)c(N)c2ccccc21,6.5%,3,-1,42*,-16,-7,-9,5.2,-22
CCOC(=O)COn1c(=O)c(C)[n+]([O-])c2ccccc21,0.4%,-14,0,-1,·,11,-2,0.3,-9
COc1cc(/C=C2\CCC/C(=C\c3ccc(O)c(OC)c3)C2=O)ccc1O,-0.3%,9,0,12,-16,12,3,1.1,-69*
O=C1c2ccccc2C(O)(c2ccccc2)N1c1ccncc1 (stereo not drawn),?,11,5,0,-1,2,1,0.2,0
COc1ccc(C(=O)c2ccc(Cl)c([N+](=O)[O-])c2)cc1,-1.5%,-1,-8,1,-10,6,9,-0.2,3
O=Cc1cn(CC(=O)N2CCc3ccccc32)c2ccccc12,1.6%,-1,-27,2,11,-4,-4,1.8,-19
CCOc1ccc(NCCC#N)cc1,-0.8%,-5,-25,1,-23,-1,-6,-0.6,-11
CC(C(=O)Nc1ccc([N+](=O)[O-])cc1)N1CCN(C/C=C/c2ccccc2)CC1 (stereo not drawn),0.4%,-30,53*,26,-45*,1,-14,67*,-15
COc1ccc(CCC(=O)Nc2ccc(C(=O)c3ccncc3)cc2)cc1,5.2%,-6,-13,15,-21,1,-2,-0.4,-2
COc1ccc(CCN2CC(C(=O)N(C)Cc3c(C)n[nH]c3C)CCC2=O)cc1 (stereo not drawn),-1.3%,14,6,0,5,8,2,0.6,-1
Cc1cccc(OCC(=O)Nc2c(C(=O)N3CCN(c4ccccc4)CC3)oc3ccccc23)c1,-2.8%,0,·,-1,7,-6,-2,·,-13
Cn1cnc(S(=O)(=O)N2CCCC(C(=O)Nc3ccc(F)cc3Cl)C2)c1 (stereo not drawn),3.7%,-2,·,-1,2,3,0,0.3,1
Cc1ccc(/C=N/NC(=O)c2cc(C)oc2C)cc1,-0.7%,-18,-19,1,-12,-3,-2,-0.3,-16
COc1ccc(C(=O)NCc2nnc(SCC(=O)N3CCCCCC3)o2)cc1OC,2.6%,9,4,3,-3,2,6,0.4,11
CC1CC(C)CN(C(=O)Cn2c(=O)n(CCCCC(=O)NCc3ccco3)c(=O)c3ccccc32)C1 (stereo not drawn),1.0%,14,5,2,4,2,-8,1.2,-10
O=C(Nc1nc(-c2ccccn2)cs1)Nc1ccc(F)cc1F,-2.2%,·,·,7,-15,0,-12,·,-20
O=C(NNC(=O)c1ccccc1C(=O)O)c1cc2ccccc2o1,-3.5%,0,6,2,-3,-3,-8,0.3,5
Nc1cc(S(=O)(=O)N2CCCCC2)ccc1Oc1ccc(Cl)cc1,2.7%,-3,5,6,-19,-4,-5,0.4,0
COCCOC(=O)C1=C(C)OC(N)=C(C#N)C1c1ccco1 (stereo not drawn),-0.5%,13,-15,0,31,9,-4,0.1,-1
COc1ccc(C)cc1NC(=O)c1cnc2n(c1=O)CCS2,0.3%,8,3,1,3,-1,-2,0.2,0
O=S(=O)(NCCc1csc(-c2ccc(F)cc2)n1)c1ccc(F)cc1F,4.9%,14,·,2,-7,-3,-2,-0.7,-17
CCN(CC(=O)NCc1cccs1)C(=O)c1cccc(S(=O)(=O)Nc2ccccc2Cl)c1,-0.9%,-5,-10,1,1,13,-2,-0.4,-7
Cc1cccc(C)c1NC(=O)COC(=O)c1cccnc1,1.1%,-14,-31,1,-8,-2,0,1.1,3
Cc1ccc(NC(=S)N(CCN(C)C)Cc2cc3cc(C)cc(C)c3[nH]c2=O)cc1,0.3%,·,·,3,4,-3,-6,·,-26
COc1cccc(NC(=O)Cn2c(-c3nonc3N)nc3ccccc32)c1,2.3%,-5,·,5,5,2,-2,4.1,·
Cc1cccc(Nc2nc(C)nc3c2oc2ccccc23)c1,6.9%,9,-15,5,11,17,-3,-1.5,-14
COc1ccccc1CNC(=O)C1CC2Cn3c(nc4cc(C)c(C)cc43)C2N1C (stereo not drawn),0.2%,9,3,-1,5,3,-5,-0.4,·
CCCCn1c(N)c(N(CC)C(=O)Cc2ccc(S(=O)(=O)N3CCOCC3)s2)c(=O)[nH]c1=O,0.3%,-9,-11,3,7,-1,1,2.8,-3
C=CCNC(=O)c1ccc(N(CC=C)S(C)(=O)=O)cc1,0.2%,10,-12,2,-2,5,1,0.1,-5
O=[N+]([O-])c1ccccc1S(=O)(=O)NCCC1=CCCCC1,1.2%,-4,10,2,-2,-15,-7,0.0,6
CCOc1ccc(Cl)cc1CN1CCOCC1,0.1%,-7,·,5,-5,10,-3,·,3
CC(=O)N/C(=C\c1ccccc1)C(=O)Nc1ccccc1C,-0.4%,-5,-14,10,8,23,9,0.2,-7
CC1CCN(C(=O)CCNS(=O)(=O)c2ccc3c(c2)c(=O)n(C)c(=O)n3C)CC1,9.0%,11,-6,0,5,1,1,-0.2,10
COc1cc(/C=C2\C(=N)N3N=C(CC(=O)N4CCOCC4)SC3=NC2=O)cc(OC)c1OC,1.5%,12,-11,2,-6,-5,-3,-1.0,-33
O=C1CCC([N+](=O)[O-])C(c2ccc(Cl)c([N+](=O)[O-])c2)N1 (stereo not drawn),2.5%,·,-3,1,-4,0,1,-0.2,-3
COc1ccccc1NC(=O)Cn1c(SCC(=O)NCc2ccccc2)nc2ccccc21,-1.4%,1,·,1,1,-2,0,·,·
CN1CCN(c2ccc(NC(=O)COc3ccccc3[N+](=O)[O-])cc2)CC1,-0.4%,-9,4,0,·,-1,-9,0.2,-3
COCCNC(=O)CSc1nc2nn(-c3ccccc3)c(=O)c-2c2n1CCCCC2,-2.3%,-8,16,0,-2,-4,-8,1.7,-14
COc1cc(/C=N/NC(=O)c2nnn(-c3nonc3N)c2C(C)C)ccc1O,-2.2%,7,-7,3,0,13,-3,0.1,-25
CC(=O)c1cccc(NC(=O)COC(=O)c2n[nH]c3ccccc23)c1,1.2%,-1,-4,9,-8,-4,-7,1.5,-20
CC1(C)CC2CC(C)(CN2/C=N/c2sc3c(c2C#N)CC(C)(C)NC3(C)C)C1 (stereo not drawn),-0.9%,6,10,8,44,9,7,0.8,-27
CCCc1cc(=O)[nH]c(SCC(=O)NC(=O)OCC)n1,-1.7%,·,·,0,8,-5,0,·,18
# More records
SMILES,RXFP1 agonist,D2 potentiator,D2 antag,D1 ag,D1 antagonist,TRHR enhancer,D1 PAM,D2 agonist,RXFP1 antag
O=C1c2ccccc2C(=O)N1CCc1nc2ccccc2c(=O)n1Cc1ccco1,1.3%,1,40*,3,9,1,-3,0.6,-4
CCN(CC)c1ccc(-c2nc(-c3ccccc3C)no2)cc1[N+](=O)[O-],-0.7%,3,·,0,4,3,-1,2.0,·
CCOC(=O)CCCNC(=O)CN1C(=O)NC(CCc2ccccc2)C1=O (stereo not drawn),1.0%,6,-2,3,6,17,-3,0.2,-16
COCCC(=O)N1CCC(Oc2ccc(C(=O)N(C)CCCC3CCCC3)cc2)CC1,-2.5%,8,-3,21,-33*,9,-6,-0.5,1

# Among those listed so far, these have a halogen:
SMILES,RXFP1 agonist,D2 potentiator,D2 antag,D1 ag,D1 antagonist,TRHR enhancer,D1 PAM,D2 agonist,RXFP1 antag
COc1ccc(CC(=O)N2CC(=O)Nc3ccc(Br)cc3C2c2ccc(F)cc2)cc1OC (stereo not drawn),-0.2%,14,·,7,1,-4,2,0.3,-29
COc1ccc(C(=O)c2ccc(Cl)c([N+](=O)[O-])c2)cc1,-1.5%,-1,-8,1,-10,6,9,-0.2,3
Cn1cnc(S(=O)(=O)N2CCCC(C(=O)Nc3ccc(F)cc3Cl)C2)c1 (stereo not drawn),3.7%,-2,·,-1,2,3,0,0.3,1
O=C(Nc1nc(-c2ccccn2)cs1)Nc1ccc(F)cc1F,-2.2%,·,·,7,-15,0,-12,·,-20
Nc1cc(S(=O)(=O)N2CCCCC2)ccc1Oc1ccc(Cl)cc1,2.7%,-3,5,6,-19,-4,-5,0.4,0
O=S(=O)(NCCc1csc(-c2ccc(F)cc2)n1)c1ccc(F)cc1F,4.9%,14,·,2,-7,-3,-2,-0.7,-17
CCN(CC(=O)NCc1cccs1)C(=O)c1cccc(S(=O)(=O)Nc2ccccc2Cl)c1,-0.9%,-5,-10,1,1,13,-2,-0.4,-7
CCOc1ccc(Cl)cc1CN1CCOCC1,0.1%,-7,·,5,-5,10,-3,·,3
O=C1CCC([N+](=O)[O-])C(c2ccc(Cl)c([N+](=O)[O-])c2)N1 (stereo not drawn),2.5%,·,-3,1,-4,0,1,-0.2,-3

# Three compounds already listed, ordered by molecular weight, rising:
SMILES,RXFP1 agonist,D2 potentiator,D2 antag,D1 ag,D1 antagonist,TRHR enhancer,D1 PAM,D2 agonist,RXFP1 antag
CCOC(=O)CCCNC(=O)CN1C(=O)NC(CCc2ccccc2)C1=O (stereo not drawn),1.0%,6,-2,3,6,17,-3,0.2,-16
CC1(C)CC2CC(C)(CN2/C=N/c2sc3c(c2C#N)CC(C)(C)NC3(C)C)C1 (stereo not drawn),-0.9%,6,10,8,44,9,7,0.8,-27
COCCC(=O)N1CCC(Oc2ccc(C(=O)N(C)CCCC3CCCC3)cc2)CC1,-2.5%,8,-3,21,-33*,9,-6,-0.5,1
